From PubChem
U2OS ROS induce: cancer cell ROS induction | U2OS ROS induction, H2DCF-DA fluorescence | ROS induction (% of piperlongumine), % at 10 µM | 46,000 compounds, 2% hits; in the data active = ROS induction above about 79%, passing the limit was not always enough; inconclusive = no clear call, values can overlap the other calls;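 note: 0% = DMSO vehicle median and 100% = reference compound median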
Active calls of the source: *; u = inconclusive.

SMILES	U2OS ROS induce
N=C1C(c2nc3ccccc3s2)=C(O)CN1CCCN1CCOCC1	-2
O=C(NC(=O)c1c(Cl)cccc1Cl)Nc1nc2cc(F)ccc2s1	-2
Cc1cccc(C)c1OCC(=O)NCc1ccccn1	-9
C[C@@H]1CN([C@@H](C)CO)C(=O)c2cc(NS(=O)(=O)c3cccs3)ccc2O[C@@H]1CN(C)Cc1ccccc1	30
CC(=O)Nc1ccc(NC(=O)COc2ccccc2C(=O)Nc2cccc(C)c2C)cc1	-6
C[C@H]1CN([C@@H](C)CO)C(=O)c2cc(NS(=O)(=O)c3ccc(F)cc3)ccc2O[C@H]1CN(C)S(=O)(=O)c1ccc(F)cc1	6
C=CCNC(=O)[C@H]1[C@@H]2C(=O)O[C@@H](c3ccccc3)[C@@H](c3ccccc3)N2[C@@H](c2ccccc2OCCO)[C@]12C(=O)N(C(=O)OCCOC)c1ccc(C#CC3(O)CCCCCC3)cc12	95*
CC1CCc2c(sc3ncnc(NCCCOC(C)C)c23)C1 (stereo unspecified)	62
O=S(=O)(Cc1ccccc1)Nc1nc2ccccc2s1	56
C[C@H]1CN([C@@H](C)CO)C(=O)c2cc(NC(=O)Cn3cnnn3)ccc2O[C@@H]1CN(C)Cc1ccccc1	3
OCCN(C=NC1=NN(c2ccccc2)CC1)CCO	-7
Cc1cccc(Oc2cc(C)nc3ccc(C)cc23)c1	21
Cc1ccc(-n2c(SCC(=O)Nc3cccc(C)c3C)nnc2-c2ccncc2)cc1C	16
c1ccc2sc(NC3=NCN(C4CCCCCC4)CN3)nc2c1	100*
O=C(CCc1ccccc1)N1CCCN(C(=O)CCc2ccccc2)CC1	2
CC(C)NC(=O)Nc1cccc2c1O[C@@H](CN(C)Cc1ccc(C(=O)Nc3ccccc3N)cc1)[C@@H](C)CN([C@@H](C)CO)C2=O	-5
COc1ccc(S(=O)(=O)Nc2ccc3c(c2)C(=O)N([C@@H](C)CO)C[C@H](C)[C@H](CN(C)C(=O)Nc2ccc(F)cc2)O3)cc1	-3
Cc1ccc(S(=O)(=O)Nc2ccc3c(c2)C(=O)N([C@@H](C)CO)C[C@H](C)[C@@H](CN(C)Cc2ccc(C(F)(F)F)cc2)O3)cc1	u
C[C@@H]1CN([C@@H](C)CO)C(=O)c2cc(NC(=O)Nc3ccc4c(c3)OCO4)ccc2O[C@@H]1CN(C)C	-11
C[C@@H]1CN([C@@H](C)CO)C(=O)c2cc(NC(=O)C3CC3)ccc2O[C@H]1CN(C)C(=O)Nc1ccccc1	-5
Cc1ccc(S(=O)(=O)Nc2cccc3c2O[C@@H](CN(C)CC2CCCCC2)[C@@H](C)CN([C@@H](C)CO)C3=O)cc1	61
C[C@@H]1CN([C@H](C)CO)C(=O)c2cccc(NC(=O)C3CCOCC3)c2O[C@H]1CN(C)Cc1ccc(C(=O)Nc2ccccc2N)cc1	1
C/C=C1/[C@H](O[C@@H]2O[C@H](CO)[C@@H](O)[C@H](O)[C@H]2O)OC=C2C(=O)O[C@@H]3C[C@@H](C(C)CO)[C@H](COC(=O)C[C@H]21)[C@H]3C (stereo partly specified)	-10
CC(=O)Oc1ccc2c(c1)CCC1C2CC[C@@]2(C)C1CC[C@@H]2OC(C)=O (stereo partly specified)	-4
COc1ccc(S(=O)(=O)Nc2ccc3c(c2)CC(=O)N([C@@H](C)CO)C[C@H](C)[C@@H](CN(C)S(=O)(=O)c2ccc(C)cc2)O3)cc1	11
Cc1noc(C)c1S(=O)(=O)Nc1ccc2c(c1)CC(=O)N([C@@H](C)CO)C[C@@H](C)[C@@H](CN(C)Cc1ccccc1)O2	-2
CS/C(=N\S(=O)(=O)c1cc(C(F)(F)F)cc(C(F)(F)F)c1)N1CCOCC1	7
CNC[C@@H]1OCCCC[C@@H](C)Oc2ccc(N(C)C)cc2C(=O)N([C@H](C)CO)C[C@@H]1C	8
CC(=O)Oc1ccc2occ(C(=O)c3cc4ccccc4o3)c2c1	60
COc1cc(O[C@@H]2O[C@H](CO[C@H]3OC[C@](O)(COC(=O)c4ccc(O)c(OC)c4)[C@H]3O)[C@@H](O)[C@H](O)[C@H]2O)ccc1O	-6
CC(C)(O)/C=C/C1=CC(O)C(C)(O)CC1O (stereo unspecified)	-5
CSc1ccccc1NC(=O)CN(C)S(=O)(=O)c1ccc(Cl)cc1	-4
C[C@H]1CN([C@@H](C)CO)C(=O)Cc2cc(NC(=O)c3ccncc3)ccc2O[C@H]1CN(C)Cc1ccc2c(c1)OCO2	0
C[C@@H]1CN([C@H](C)CO)C(=O)Cc2cc(NS(=O)(=O)c3ccccc3)ccc2O[C@@H]1CN(C)Cc1ccccc1	8
C[C@@H]1CN([C@H](C)CO)C(=O)Cc2cc(NC(=O)Cc3ccccc3)ccc2O[C@@H]1CN(C)S(=O)(=O)c1ccccc1	7
Cc1c(CNC(C)C23CC4CC(CC(C4)C2)C3)c(C(=O)O)c(C)n1Cc1ccccc1 (stereo unspecified)	-4
CCc1nn(CC(=O)NCCc2ccc(S(N)(=O)=O)cc2)c(=O)c2cc3occc3n12	-12
C[C@H]1CN([C@@H](C)CO)C(=O)c2cccc(NC(=O)c3nc4ccccc4s3)c2O[C@H]1CN(C)C(=O)Nc1ccccc1	11
NC(=O)CSc1nc2ccc([N+](=O)[O-])cc2[nH]1	2
CCOC(=O)c1cnc2c(C(F)(F)F)cccc2c1NCCO	3
C[C@@H]1CN([C@H](C)CO)C(=O)c2cccc(NC(=O)NC3CCCCC3)c2O[C@@H]1CN(C)Cc1ccc2c(c1)OCO2	-2
CCOc1ccc(NC(=O)CCOc2ccccc2)cc1	0
COc1ccc2c(c1OC)C(=O)N(c1ncn[nH]1)C2	42
Cc1ccc(S(=O)(=O)N(C)C[C@@H]2Oc3ccc(NS(C)(=O)=O)cc3C(=O)N([C@@H](C)CO)C[C@@H]2C)cc1	-8
CC(=O)Nc1ccc(Nc2ncnc3c2cnn3Cc2ccc(Cl)cc2)cc1	u
COc1ccc(-c2csc3ncnc(SCc4c(C)noc4C)c23)cc1	5
CC(C)NC(=O)c1ccc2c(=O)n(Cc3ccco3)c(=S)[nH]c2c1	21
COc1ccc2c(c1)c(CC(=O)OCc1ccccn1)c(C)n2C(=O)c1ccc(Cl)cc1	-13
CC(C)NC(=O)Nc1ccc2c(c1)C(=O)N([C@H](C)CO)C[C@H](C)[C@@H](CN(C)S(=O)(=O)c1ccc(F)cc1)OCCCC[C@@H](C)O2	-12
C[C@H]1CN([C@@H](C)CO)C(=O)c2cc(NC(=O)Cc3cn(C)c4ccccc34)ccc2O[C@H]1CN(C)Cc1ccccc1	-8
CNC[C@@H]1Oc2ccc(NC(=O)Nc3ccccc3)cc2C(=O)N([C@H](C)CO)C[C@@H]1C	-20
C=CCSC1=C(C#N)C(c2ccc(C)cc2)C(C(=O)OC)C(=O)N1 (stereo unspecified)	-13
Cc1noc(C)c1NC(=O)Nc1cccc2c1O[C@H](CN(C)C)[C@@H](C)CN([C@@H](C)CO)C2=O	-6
CC(C)NC(=O)Nc1ccc2c(c1)C(=O)N([C@@H](C)CO)C[C@H](C)[C@H](CN(C)C(=O)NC(C)C)O2	6
C[C@@H]1CCCCO[C@@H](CN(C)Cc2ccc(C(=O)Nc3ccccc3N)cc2)[C@@H](C)CN([C@H](C)CO)C(=O)c2cc(NS(=O)(=O)c3ccccc3)ccc2O1	7
C[C@@H]1CN([C@@H](C)CO)C(=O)c2cc(NC(=O)CCN3CCOCC3)ccc2O[C@@H]1CN(C)S(=O)(=O)c1ccc(Cl)cc1	-1
COC(OC)c1ccc(C#N)c(SCc2ccc(Cl)cc2)n1	-15
C[C@H]1CN([C@@H](C)CO)C(=O)c2cccc(NS(=O)(=O)c3cccs3)c2O[C@@H]1CN(C)C(=O)Nc1ccccc1	-1
COc1ccc(S(=O)(=O)Nc2ccc3c(c2)CC(=O)N([C@@H](C)CO)C[C@H](C)[C@@H](CN(C)CC2CC2)O3)cc1	-5
Cc1nc(C2COc3ccccc3O2)ncc1S(=O)(=O)c1ccc(Cl)cc1 (stereo unspecified)	1

(further entries)
SMILES	U2OS ROS induce
C[C@H](CO)N1C[C@H](C)[C@@H](CN(C)C(=O)Nc2ccc(F)cc2)Oc2c(NS(=O)(=O)c3ccccc3)cccc2C1=O	-12
O=C(Cn1cc2c(n1)CCCCC2)N1CCCCC1	-1
C[C@@H]1CN([C@H](C)CO)C(=O)c2cc(NS(=O)(=O)c3ccc(F)cc3)ccc2O[C@@H]1CN(C)CC1CCCCC1	-6
CC1(c2cccs2)CC(c2cccs2)=Nc2ccccc2N1 (stereo unspecified)	-1
Cc1ccc(Cl)c(OCC(=O)NCc2ccco2)c1	-18
C[C@@H]1CN([C@@H](C)CO)C(=O)c2cc(NS(=O)(=O)c3cccs3)ccc2O[C@H]1CN(C)S(=O)(=O)c1cn(C)cn1	-7
C[C@H]1CN([C@@H](C)CO)C(=O)c2cc(N(C)C)ccc2O[C@H]1CN(C)Cc1ccc(C(=O)Nc2ccccc2N)cc1	13
CC1(C)Cc2c(sc3c2c(=O)n(Cc2ccccc2)c2nnc(SCC(=O)c4ccc(Cl)cc4)n32)CO1	31
COc1ccc(S(=O)(=O)N(C)C[C@@H]2Oc3ccc(NS(=O)(=O)c4cccs4)cc3C(=O)N([C@H](C)CO)C[C@H]2C)cc1	-12
CC(=Nc1c2c(nc3ccccc13)N(C)CC2)N(C)C	4
CS(=O)(=O)N(CC(=O)Nc1cccc(C(F)(F)F)c1)c1ccc(F)c(Cl)c1	-7
COc1cc(C(=O)NC2(C(F)(F)F)C(=O)N(CC3CCCO3)C3=C2C(=O)CC(C)(C)C3)cc(OC)c1OC (stereo unspecified)	3

16 successive records already listed, for reference:
SMILES	U2OS ROS induce
COC(OC)c1ccc(C#N)c(SCc2ccc(Cl)cc2)n1	-15
C[C@H]1CN([C@@H](C)CO)C(=O)c2cccc(NS(=O)(=O)c3cccs3)c2O[C@@H]1CN(C)C(=O)Nc1ccccc1	-1
COc1ccc(S(=O)(=O)Nc2ccc3c(c2)CC(=O)N([C@@H](C)CO)C[C@H](C)[C@@H](CN(C)CC2CC2)O3)cc1	-5
Cc1nc(C2COc3ccccc3O2)ncc1S(=O)(=O)c1ccc(Cl)cc1 (stereo unspecified)	1
C[C@H](CO)N1C[C@H](C)[C@@H](CN(C)C(=O)Nc2ccc(F)cc2)Oc2c(NS(=O)(=O)c3ccccc3)cccc2C1=O	-12
O=C(Cn1cc2c(n1)CCCCC2)N1CCCCC1	-1
C[C@@H]1CN([C@H](C)CO)C(=O)c2cc(NS(=O)(=O)c3ccc(F)cc3)ccc2O[C@@H]1CN(C)CC1CCCCC1	-6
CC1(c2cccs2)CC(c2cccs2)=Nc2ccccc2N1 (stereo unspecified)	-1
Cc1ccc(Cl)c(OCC(=O)NCc2ccco2)c1	-18
C[C@@H]1CN([C@@H](C)CO)C(=O)c2cc(NS(=O)(=O)c3cccs3)ccc2O[C@H]1CN(C)S(=O)(=O)c1cn(C)cn1	-7
C[C@H]1CN([C@@H](C)CO)C(=O)c2cc(N(C)C)ccc2O[C@H]1CN(C)Cc1ccc(C(=O)Nc2ccccc2N)cc1	13
CC1(C)Cc2c(sc3c2c(=O)n(Cc2ccccc2)c2nnc(SCC(=O)c4ccc(Cl)cc4)n32)CO1	31
COc1ccc(S(=O)(=O)N(C)C[C@@H]2Oc3ccc(NS(=O)(=O)c4cccs4)cc3C(=O)N([C@H](C)CO)C[C@H]2C)cc1	-12
CC(=Nc1c2c(nc3ccccc13)N(C)CC2)N(C)C	4
CS(=O)(=O)N(CC(=O)Nc1cccc(C(F)(F)F)c1)c1ccc(F)c(Cl)c1	-7
COc1cc(C(=O)NC2(C(F)(F)F)C(=O)N(CC3CCCO3)C3=C2C(=O)CC(C)(C)C3)cc(OC)c1OC (stereo unspecified)	3

The results go on.
SMILES	U2OS ROS induce
CN(CCCC(=O)O)c1nc(-c2ccc(F)cc2)cs1	4
O=S(=O)(N[C@@H]1CCCN(Cc2ccc(OCCO)cc2)C1)c1cc(C(F)(F)F)ccc1Cl	12
NC(=O)c1ccc(-n2c(CCC(=O)O)ccc2-c2cccs2)cc1	-2
CCOC(=O)c1cnc(-c2cccs2)nc1Nc1ccc(Cl)cc1	-5
C[C@@H]1CN([C@@H](C)CO)C(=O)c2cc(NS(=O)(=O)c3ccc(Cl)cc3)ccc2O[C@@H]1CN(C)Cc1ccc(Cl)c(Cl)c1	15
C[C@@H]1CN([C@@H](C)CO)C(=O)c2cccc(NC(=O)c3cnccn3)c2O[C@H]1CN(C)Cc1ccccc1	11
CCSc1nnc2c(n1)OC1(Nc3ccccc3-2)C(=O)Nc2ccc(Br)cc21 (stereo unspecified)	23
COc1ccc(NC(=O)N(C)C[C@@H]2OCCCC[C@@H](C)Oc3ccc(NS(=O)(=O)c4ccc(OC)cc4)cc3C(=O)N([C@H](C)CO)C[C@@H]2C)cc1	12
COc1ccc(S(=O)(=O)Nc2cccc3c2O[C@H](CN(C)C(=O)Nc2ccccc2)[C@@H](C)CN([C@@H](C)CO)C3=O)cc1	-15
CC(C)NC(=O)N(C)C[C@@H]1Oc2c(NC(=O)Nc3cccc4ccccc34)cccc2C(=O)N([C@H](C)CO)C[C@@H]1C	1
Cn1c(=O)c2c(nc(SCC(=O)NC(C)(C)C)n2C)n(C)c1=O	-3
CCn1c(SCC(=O)Nc2ccc(Cl)cc2Cl)nnc1-c1ccccc1F	-8
CC(C)Cc1nc2ccccc2n1Cc1ccccc1	8
O=C(NCCOc1nc(N2CCCCC2)nc(N2CCOCC2)n1)Nc1ccccc1	21
C[C@@H]1CN([C@H](C)CO)C(=O)Cc2cc(NC(=O)c3ccncc3)ccc2O[C@@H]1CN(C)S(=O)(=O)c1ccc(F)cc1	4
O=C(N/N=C/c1ccncc1Br)c1ccccc1O	4
C=C(C)Cn1c(SCc2nc3ccccc3[nH]2)nc2sc3c(c2c1=O)CCC3	7
C[C@H]1CN([C@@H](C)CO)C(=O)CCCn2cc(nn2)CO[C@H]1CN(C)Cc1cccc(C(F)(F)F)c1	9
C[C@@H]1CN([C@H](C)CO)C(=O)Cc2cc(NC(=O)c3ccncc3)ccc2O[C@H]1CN(C)S(=O)(=O)c1cn(C)cn1	-3
COc1ccc(NC(=O)N(C)C[C@@H]2OCc3cnnn3CCCC(=O)N([C@H](C)CO)C[C@H]2C)cc1	-20
Cc1noc(C)c1NC(=O)Nc1ccc2c(c1)C(=O)N([C@H](C)CO)C[C@@H](C)[C@H](CN(C)C(=O)Nc1cccc3ccccc13)O2	14

An excerpt; the hit share may differ from the screen's.
